M1 PAM: potentiates human M1 receptor response to acetylcholine. P11229. CHO-K1 hM1, Fluo-8 calcium fluorescence, ACh EC20; 0% = ACh EC20, 100% = maximal ACh. activation, % at 3 µM. 360,000 compounds, 0.088% hits. AID 588819; in the data active = activation above about 19%, passing the limit was not always enough
Target sequence (P11229 whole entry, looked up): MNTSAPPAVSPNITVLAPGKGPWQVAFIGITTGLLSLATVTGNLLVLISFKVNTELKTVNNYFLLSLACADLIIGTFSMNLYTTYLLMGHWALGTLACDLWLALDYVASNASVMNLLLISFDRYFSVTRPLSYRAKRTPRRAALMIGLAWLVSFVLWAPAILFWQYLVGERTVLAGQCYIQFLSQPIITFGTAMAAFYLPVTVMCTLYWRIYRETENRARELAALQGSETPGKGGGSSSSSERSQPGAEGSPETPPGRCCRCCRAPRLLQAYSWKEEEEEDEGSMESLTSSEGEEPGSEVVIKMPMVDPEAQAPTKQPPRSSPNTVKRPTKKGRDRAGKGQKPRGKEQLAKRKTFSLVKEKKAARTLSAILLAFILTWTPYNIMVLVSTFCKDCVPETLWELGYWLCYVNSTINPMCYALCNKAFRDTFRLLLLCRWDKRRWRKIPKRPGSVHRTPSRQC
M4 PAM: potentiates acetylcholine response at human M4 receptor; activation, % at 3 µM; CHO-K1 hM4/Gqi5, Fluo-8 calcium fluorescence, ACh EC20; 0% = ACh EC20, 100% = maximal ACh; P08173; 360,000 compounds, 0.4% hits; AID 624126;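 active = activation above its plate's cutoff, the mean activation of sample wells plus 3 SD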; note: some results filed as inactive read as strong as hits
Target sequence (P08173 whole entry, looked up): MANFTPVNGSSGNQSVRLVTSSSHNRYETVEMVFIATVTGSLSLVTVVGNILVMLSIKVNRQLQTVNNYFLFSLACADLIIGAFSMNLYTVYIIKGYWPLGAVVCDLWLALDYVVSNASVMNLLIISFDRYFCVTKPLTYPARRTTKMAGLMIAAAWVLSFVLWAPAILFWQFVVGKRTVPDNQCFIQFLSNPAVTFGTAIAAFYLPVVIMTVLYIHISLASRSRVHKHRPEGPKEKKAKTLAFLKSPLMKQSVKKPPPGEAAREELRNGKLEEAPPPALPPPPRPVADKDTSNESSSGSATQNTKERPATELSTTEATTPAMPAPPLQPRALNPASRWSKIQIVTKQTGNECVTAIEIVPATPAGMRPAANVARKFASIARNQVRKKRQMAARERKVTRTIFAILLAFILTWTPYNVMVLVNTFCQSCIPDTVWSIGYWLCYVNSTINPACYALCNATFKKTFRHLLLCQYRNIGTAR
CRFR2-BP ag: CRF-BP/CRF-R2 complex agonism; AID 588473; activation, % at 13.2 µM; 350,000 compounds, 0.46% hits; HEK293 CRF-R2/CRF-BP, calcium dye fluorescence (FLIPR); percent of saturating CRF peptide response;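 active = activation of at least 50%, plus an integration ratio under a set limit after plate pattern correction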;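 note: plate controls were neutral control wells without compound for no effect and CRF at EC100 for full effect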
CHRM5 antagonist: CHRM5 antagonism in calcium assay; AID 624040; 360,000 compounds, 0.59% hits; CHO-hM5 cells, Fluo-8 calcium fluorescence, ACh EC80; P08912; inhibition, % at 3 µM;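 active = inhibition above a per-plate cutoff, the mean of that plate's test compounds plus 3 SD, cut at about 27% in these data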;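 note: 0% = acetylcholine EC80 with DMSO and 100% = DMSO without agonist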
CHRM5 PAM: CHRM5 positive allosteric modulation. CHO-K1 hM5, Fluo-8 calcium, ACh EC20 PAM; 0% = ACh EC20, 100% = ACh EC100. activation, % at 3 µM. 360,000 compounds, 0.3% hits. AID 624038;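 active = activation above the run cutoff, the mean activation of all test compounds plus 3 SD, cut at about 18% in these data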
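Assay system – human M5 receptor in CHO-K1 cells · Read-out – % activation, ACh-normalized · Technique – Fluo-8 calcium fluorescence · Dosing – single-point, 3 µM nominal · Incubation – Fluo-8 loading 80 min at 37 °C plus 30 min room temperature · Repeats – singlicate, one well per test compound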
CHRM4 antagonist: antagonists of human muscarinic M4 receptor (CHRM4) | 360,000 compounds, 0.73% hits | P08173 | inhibition, % at 3 µM | CHO-hM4 cells, ACh EC80, Fluo-8 calcium fluorescence | AID 624125;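 active = inhibition above its plate's cutoff, the mean inhibition of sample wells plus 3 SD, cut at about 27% in these data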;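 note: 0% = acetylcholine EC80 with DMSO and 100% = DMSO without agonist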
CHRM1 antagonist: antagonists of human M1 muscarinic receptor | CHO-K1 hM1, Fluo-8 calcium fluorescence, ACh EC80 antagonist | inhibition, % at 3 µM | 360,000 compounds, 1.3% hits | AID 588852 | P11229;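 active = percent inhibition above its own plate's cutoff, namely the mean of that plate's compound wells plus 3 SD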;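 note: peak over basal fluorescence ratio during 140 s after agonist addition; 0% = ACh EC80 plus DMSO and 100% = DMSO alone without agonist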
M4 ag: agonists of human muscarinic M4 receptor (CHRM4). activation, % at 3 µM. P08173. 360,000 compounds, 0.14% hits. CHO-K1 hM4/Gqi5, Fluo-8 calcium fluorescence; vehicle 0%, full acetylcholine response 100%. AID 624127;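 active = activation above the run mean over all test wells plus 3 SD, cut at about 32% in these data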;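 note: peak over basal fluorescence ratio per well then scaled between controls; 0% = DMSO wells and 100% = acetylcholine at EC100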
CHRM5 agonist: agonists of human muscarinic M5 receptor (CHRM5) | P08912 | CHO-K1 hM5 cells, Fluo-8 calcium fluorescence; 0% DMSO wells, 100% maximal acetylcholine response | activation, % at 3 µM | 360,000 compounds, 0.19% hits;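 active = activation above the run's mean over test compounds plus 3 SD, cut at about 23% in these data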;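 note: signal is peak over basal fluorescence ratio across the kinetic read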
* hit, by the source's call; nt = not tested or not shown.

SMILES	M1 PAM	M4 PAM	CRFR2-BP ag	CHRM5 antagonist	CHRM5 PAM	CHRM4 antagonist	CHRM1 antagonist	M4 ag	CHRM5 agonist
c1ccc(CN2CCC(N=C3NN=C(c4ccc5c(c4)OCCO5)CS3)CC2)cc1	-16	-12	0.4	5	-11	12	15	-1	-16
O=C(Cc1sc(Nc2ccccc2)nc1-c1ccccc1)NCc1ccccc1	2	17	-0.4	5	3	6	-8	1	-3
COc1ccc(-c2cn3cccnc3n2)cc1	4	1	0.7	8	-4	0	-13	0	4
O=C(Oc1ccccc1)c1ccccc1C(=O)Oc1ccccc1	0	6	6.3	1	-5	-18	3	-2	-3
COc1ccc(/C=C2\SC(N)=NC2=O)cc1Cl	10	2	-1.2	-9	-2	-4	-3	2	0
O=C(COc1ccc2c(c1)CCC2)N1CCN(c2ccc(F)cc2)CC1	4	4	-1.3	-1	-6	-10	-1	5	-1
CC(=O)c1ccc(N2CCN(C(=O)CNC(=O)c3ccc(Br)o3)CC2)cc1	2	1	-0.1	3	-3	-8	-10	3	2
COCCn1c(SCC(=O)Nc2cc(C)cc(C)c2)nc2ccccc2c1=O	10	0	-3.4	5	-3	-5	-10	1	-5
COc1ccc(N(CC(=O)Nc2ccc(C)c(F)c2)S(=O)(=O)c2c(C)noc2C)cc1	1	5	2.0	2	-2	-3	4	1	-4
O=C(Cc1ncon1)Nc1ccc(F)c(F)c1F	15	-4	-0.5	-1	10	-1	-18	0	3
COC(=O)[C@@]1(Cc2ccc(F)cc2)[C@H]2c3cc(C(=O)N(C)C)n(CCCNc4ncc(C(F)(F)F)cc4Cl)c3C[C@H]2CN1C(=O)c1ccccc1	nt	6	nt	6	-5	-10	nt	0	-2
COc1ccc(NC(=O)CNS(=O)(=O)c2ccc3nc(C)sc3c2)c(OC)c1	9	7	-1.4	-4	2	1	-9	1	0
Nc1nonc1-c1noc(CCCOc2ccc(Cl)cc2Cl)n1	-6	5	2.7	-5	-10	-6	-10	1	-4
Cc1ccccc1N1CCN(S(=O)(=O)c2ccc3oc(=O)ccc3c2)CC1	-11	-10	3.5	3	-15	-1	-2	9	-1
C#CCNC(=O)C1=C[C@@H](c2cn(C(C)=O)c3ccccc23)C[C@@H](OCc2ccc(CO)cc2)O1	-4	-6	2.5	16	-19	2	9	12	6
CCOC(=O)CSc1nnc(CNC(=O)c2ccc(OC)cc2)n1C1CCCCC1	0	8	-0.5	9	-10	-3	5	3	1
CCNC(=O)N(C)C[C@H]1N[C@@](CC)(C(=O)OC)[C@H]2C(=O)N(C)C(=O)[C@@H]12	0	-3	-1.4	-1	-1	-11	1	0	2
CC(C)Oc1ccc(C(CC(=O)O)NC(=O)c2cccs2)cc1 (centres undefined)	8	3	1.5	0	-3	0	-5	1	2
CCCCCCSc1ccc(-c2nc3ccc(C)cn3c2NCCCC)cc1OC	nt	-2	nt	8	-13	-1	nt	-1	1
Cc1ccc(C2(CC(=O)O)CCOC(C)(C)C2)cc1 (centres undefined)	5	0	0.4	3	1	2	-10	-1	-1
CCc1ccc(/C=C\C(=O)N2CCc3ccccc3C2)cc1	-1	10	-1.6	18	-1	8	-4	0	-5
CCCCCc1c(C)[nH]c2nc3ccccc3n2c1=O	11	6	-0.5	2	5	-1	-20	1	-3
CC(=O)Nc1ccc(Nc2nc(-c3cc4ccccc4oc3=O)cs2)cc1	5	-8	-0.8	17	-12	3	-3	15	7
Cc1ccc(S(=O)(=O)N2[C@@H](c3ccccc3)C(C(=O)O)=CC[C@H]2c2ccc(Cl)cc2)cc1	-2	0	-0.7	22	-17	0	7	13	-2
Cc1ccc(C(C)C)c(OCC(=O)NN=C2CCCC(=O)C2)c1	4	-6	-2.7	14	5	12	-8	3	6

Going on with the list:
SMILES	M1 PAM	M4 PAM	CRFR2-BP ag	CHRM5 antagonist	CHRM5 PAM	CHRM4 antagonist	CHRM1 antagonist	M4 ag	CHRM5 agonist
Cc1ccc(NC(=O)CN2C(=O)C3CC=C(Cl)CC3C2=O)cc1 (centres undefined)	11	1	-2.3	3	5	-6	-13	1	-1
Cc1ccc(OC(=O)c2ccncc2)c(C)c1	0	1	0.1	13	-6	-4	6	-1	-2
Cc1ccccc1NS(=O)(=O)c1ccc2[nH]cc(C(=O)N(C)Cc3ccco3)c(=O)c2c1	1	-1	0.8	-1	0	-3	2	1	1
Cc1ccc(-n2c(SCC(=O)NC3CCS(=O)(=O)C3)nc3ccccc3c2=O)cc1C (centres undefined)	-1	-2	-0.5	1	2	5	3	2	0
CCn1nc(C)c(/C=N/NC(=O)CSc2ccccn2)c1C	10	6	0.6	1	4	-9	-19	2	-3
Cc1ccc(S(=O)(=O)CCC(=O)Nc2sccc2C(N)=O)cc1	-6	-3	0.0	-7	-2	-7	5	4	11
CCCC(CCC)=NNC(=O)CN(Cc1ccccc1)S(=O)(=O)c1ccccc1	-1	14	-0.9	-1	-3	-19	4	-1	-3
Cc1ccc(CNCC(O)(c2ccccc2)c2ccc(F)cc2)cc1 (centres undefined)	-7	-20	3.7	10	-9	2	2	7	-4
COCCOc1nc2c(c(=O)n(C)c(=O)n2C)n1CCc1ccccc1	5	-2	-3.7	6	-1	-1	-23	3	-2
CCCCNC(=S)NNC(=O)C1=NN(c2cc(C)ccc2C)C(=O)CC1	1	-1	-0.1	-9	3	-8	3	0	-4
CCC(C(=O)NC(C)(C)C)N(C(=O)Cn1nnc(-c2cccs2)n1)c1cnc2ccccc2c1 (centres undefined)	12	1	0.3	7	6	-7	-1	1	-8
CCC(=O)Oc1oc(-c2ccccc2)nc1C=Nc1ccccc1OC	10	14	-0.8	-11	1	4	-6	0	2
CCCCN(C=O)c1c(CC)nc2c(OCC3CCCCC3)cccn12	-2	4	nt	10	-3	-2	-7	-1	-3
Cc1cc(NC(=O)CCC(=O)N(CC(=O)NC2CCCC2)c2ccc(Cl)c(Cl)c2)no1	-1	-9	0.1	13	-5	-3	8	-1	-2
O=C(NC(=S)N1CCc2ccccc21)c1ccco1	-2	-3	-0.3	1	-3	5	3	1	2
O=C(c1cccs1)N1C[C@@H](n2cc(-c3ccc(F)cc3)nn2)[C@H](O)C[C@@H]1c1ccc(Cl)cc1	0	5	0.4	-3	-1	-25	-7	1	0
O=C(CN1CCN(C(=O)c2ccccc2)CC1)Nc1ccc(Br)cn1	0	2	0.4	-8	1	2	-31	1	-4
N#Cc1ccc(N2CCN(c3ccc(F)cc3)CC2)cc1	0	-6	-0.9	3	-6	8	7	2	-1
CN(CC(=O)Nc1ccc(N2CCOCC2)cc1)C(=O)Cc1ccccc1	4	0	0.4	4	4	4	1	-1	5
Cc1cc(C(=O)NC2CCCC2)c2ccccc2n1	9	-2	-0.1	13	-1	6	-9	1	-3
O=C(CN(C(=O)c1csnn1)c1ccc(Cl)cc1)NCCc1ccccc1	6	-6	1.4	7	-2	17	-8	1	-3
COCCn1nnnc1C(c1cccs1)N1CCN(c2cccc(C(F)(F)F)c2)CC1 (centres undefined)	-2	0	-0.5	4	-4	5	-24	0	0
CCC1=NN(C(=O)c2ccc(C)cc2)C(O)(c2ccc(Br)cc2)C1 (centres undefined)	5	4	0.3	-2	0	0	-3	-1	-2
O=C(NCCCn1ccnc1)C(=O)NCC(c1cccnc1)N1CCN(c2ccccc2)CC1 (centres undefined)	-1	11	-0.4	-2	-2	-9	2	0	-1
COc1cc(N=Cc2c(O)[nH]c3ccccc23)cc(OC)c1OC	-11	-23	-0.3	14	-8	16	8	11	2

Compound profiles, as listed above. Order of screens: M1 PAM	M4 PAM	CRFR2-BP ag	CHRM5 antagonist	CHRM5 PAM	CHRM4 antagonist	CHRM1 antagonist	M4 ag	CHRM5 agonist
CCC1=NN(C(=O)c2ccc(C)cc2)C(O)(c2ccc(Br)cc2)C1 (centres undefined) is listed as 5	4	0.3	-2	0	0	-3	-1	-2
COc1cc(N=Cc2c(O)[nH]c3ccccc23)cc(OC)c1OC is listed as -11	-23	-0.3	14	-8	16	8	11	2
O=C(NC(=S)N1CCc2ccccc21)c1ccco1 is listed as -2	-3	-0.3	1	-3	5	3	1	2
CCCCN(C=O)c1c(CC)nc2c(OCC3CCCCC3)cccn12 is listed as -2	4	nt	10	-3	-2	-7	-1	-3

Following part:
SMILES	M1 PAM	M4 PAM	CRFR2-BP ag	CHRM5 antagonist	CHRM5 PAM	CHRM4 antagonist	CHRM1 antagonist	M4 ag	CHRM5 agonist
O=C(/C=C/c1ccc2c(c1)OCO2)NCCS(=O)(=O)N1CCN(c2ccccc2)CC1	17	-3	-0.1	12	-7	1	-5	7	3
Cc1cc2c(cc1S(=O)(=O)CCC(=O)NCc1ccccc1)OCC(=O)N2	4	-3	0.5	1	-1	0	-6	0	0
CC1CCc2sc(NC(=S)NC(=O)c3ccccc3)c(C#N)c2C1 (centres undefined)	4	-3	3.0	10	-4	9	-2	0	0
Cc1nnc(SCC(=O)Nc2nccs2)o1	0	-4	-0.4	15	-6	0	3	0	-4
Cc1ccc(SCCC(=O)NC(C(C)C)C(C)C)cc1	11	3	-0.7	-2	-1	-11	-1	1	-2
COc1cc(-c2noc(C)c2C#CC2(N)CCCCC2)cc(OC)c1OC	11	9	0.0	8	-2	5	-6	2	3
Cc1ccc(CN2CCN(Cc3cc4ccccc4o3)CC2CCO)cc1 (centres undefined)	1	-1	-1.4	2	-5	5	-2	1	-5
O=C(Cc1ccc(-n2c(=O)[nH]c3ccccc3c2=O)cc1)N1CCN(c2cccc(Cl)c2)CC1	-4	-7	-0.1	0	0	-5	-2	7	1
C[C@H]1CN([C@@H](C)CO)C(=O)CCCn2nncc2CO[C@@H]1CN(C)Cc1ccccc1	2	2	0.4	1	0	-2	-10	0	1
CCCCNc1c([N+](=O)[O-])ncn1C	6	1	-0.4	-7	3	-10	-12	0	0
O=C(Nc1ccc2c(c1)OCO2)Nc1ccc(F)cc1F	2	-1	0.2	-4	-7	-2	4	4	-2
CN(C)c1ccc(C(=O)N2CCC2(C)C(=O)O)cc1 (centres undefined)	-7	-2	nt	-1	-3	-5	5	1	1
C=CCn1c(=O)[nH]c(=O)c2c(N)c(C(=O)c3ccc(OC)cc3)sc21	-1	-3	-2.0	9	1	-5	2	-2	-5
COc1ccc(S(=O)(=O)N2CCC(C(=O)N[C@@H](C)C(=O)NC3CCCC3)CC2)cc1	22	2	-1.5	19	32*	0	14	1	2
CC(=O)Nc1ccc(N2C(=O)CSC2c2ccccc2)cc1 (centres undefined)	8	2	1.4	-1	0	4	-13	2	-2
COc1cc2c(cc1OC)CN(C(=O)CCc1c[nH]c3ccccc13)[C@H](C(=O)O)C2	3	-1	1.2	15	1	0	-8	0	-1
C[C@@H]1COC(=O)[C@@H](Cc2ccc(F)cc2)CC/C=C\C[C@@H](CC(=O)NCCO)C(=O)N1	-10	-2	-1.0	14	-2	8	19	2	-1
COCCn1c(N)c(N(Cc2ccccc2)C(=O)c2ccc(N3CCCC3=O)cc2)c(=O)[nH]c1=O	11	14	-1.4	0	7	-4	-8	1	5
COc1ncccc1C(=O)Nc1c(-c2ccccc2)[nH][nH]c1=O	nt	1	nt	11	-6	39*	nt	3	1
COC(=O)c1c(C)[nH]c(C(=O)C(C)OC(=O)c2cc(C)oc2C)c1C (centres undefined)	-16	-10	2.2	15	-26	19	28*	9	3

Assay outcomes (PubChem)
